# High-throughput results from PubChem BioAssay.
# Tb PFK block: inhibitors of T. brucei phosphofructokinase | 0.17% of 330,000 active | O15648 | T. brucei PFK, ADP-Glo luminescence | AID 485367 | Potency, µM (titrated, usually from 57.5 µM), for the others: at the top dose activity, negative = inhibition, most hits filed as inhibitors;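 also: potency is read from the fitted curve at half-maximal effect; 0% = uninhibited 1x PFK enzyme wells and -100% = no-enzyme wells; nearly all actives have a fitted effect of over 60% in size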
#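 1.25 nM PFK with 0.5 mM F6P and 0.1 mM ATP in 0.1 M TEA pH 8.0, 5 mM MgCl2, incubated 45 min at room temperature; ADP measured by ADP-Glo luminescence; compounds titrated up to 57 uM.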
# Eya2 phos inh: blocks the phosphatase activity of human Eya2; O00167; recombinant Eya2, OMFP fluorescence dephosphorylation (OMFP is methylfluorescein phosphate); Potency, µM (series often up to 76.9 µM), inactives show at the highest dose activity, negative = inhibition, usual class: inhibitors; 0.006% of 330,000 active; also: potency is read from the fitted curve at half-maximal effect; % is scaled to controls: 0 for no effect and ±100 for the full control effect
#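 Eya2 protein (added as 0.2 uM solution) was preincubated with compound for 10 min at ambient temperature in 50 mM HEPES pH 7.5, 50 mM NaCl, 5 uM MgCl2, 0.05% BSA, 1 mM DTT. OMFP (added at 50 uM) then reacted 10 min; fluorescence read at 485/525 nm.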
# Mito fusion act: blocks mitochondrial division or promotes mitochondrial fusion; S. cerevisiae fusion-defective mutant growth rescue, CellTiterGlo 48 h; Potency, µM (titrated, usually from 46.1 µM), without a hit: at the top dose growth rescue (activation), hits mostly activators; 0.23% of 320,000 active; AID 485298;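 also: potency is read from the fitted curve at half-maximal effect; % of control where 0% means no effect; nearly all actives have a fitted effect of over 45% in size; temperature-sensitive fusion mutants such as fzo1-1 at 37 °C on non-fermentable ethanol glycerol medium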
#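 Yeast fusion mutant, YPEG (non-fermentable carbon), compound, 48 h at 37C non-permissive; CellTiterGlo added, 10 min RT, luminescence read. Rescued growth = division inhibition.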
# TSHR antag: human thyrotropin receptor antagonism. P16473. TSHR-expressing cells, TSH-stimulated cAMP HTRF, 2 h; active compounds read low. AID 504810. activity change, negative = inhibition, % at 11.5 µM. 0.2% of 330,000 active;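 active = activity change below a set negative limit, meaning inhibition stronger than a set level, cut at about -70% in these data; inconclusive = activity change between two set negative limits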; also: % is scaled to controls: 0 for no effect and ±100 for the full control effect
# Target sequence (P16473 whole entry, looked up): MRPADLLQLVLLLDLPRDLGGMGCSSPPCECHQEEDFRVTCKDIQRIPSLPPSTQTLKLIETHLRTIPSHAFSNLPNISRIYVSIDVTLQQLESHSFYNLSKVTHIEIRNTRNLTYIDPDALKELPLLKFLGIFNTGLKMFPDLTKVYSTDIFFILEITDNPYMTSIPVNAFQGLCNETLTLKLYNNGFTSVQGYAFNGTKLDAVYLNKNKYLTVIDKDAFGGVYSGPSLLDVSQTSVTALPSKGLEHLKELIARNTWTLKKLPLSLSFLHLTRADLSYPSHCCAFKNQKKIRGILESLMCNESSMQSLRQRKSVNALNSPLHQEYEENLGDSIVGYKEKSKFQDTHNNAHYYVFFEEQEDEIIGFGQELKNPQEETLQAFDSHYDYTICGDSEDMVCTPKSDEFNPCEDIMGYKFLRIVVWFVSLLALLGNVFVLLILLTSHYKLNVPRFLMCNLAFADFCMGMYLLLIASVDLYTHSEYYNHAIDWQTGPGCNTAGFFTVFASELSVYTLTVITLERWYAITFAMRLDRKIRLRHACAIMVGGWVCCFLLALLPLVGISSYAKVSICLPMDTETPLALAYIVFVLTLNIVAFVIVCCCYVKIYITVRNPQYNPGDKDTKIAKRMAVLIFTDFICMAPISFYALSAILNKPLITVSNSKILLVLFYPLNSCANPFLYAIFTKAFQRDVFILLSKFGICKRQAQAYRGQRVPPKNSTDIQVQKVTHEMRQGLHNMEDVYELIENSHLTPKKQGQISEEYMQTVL
#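 Read-out is FRET at 665 nm (cryptate excitation 337 nm) from a cryptate-tagged anti-cAMP antibody, competed by cell cAMP against cAMP-d2. Compounds are tested on freshly harvested TSHR cells challenged with 4nM TSH (EC80) for 2 hours at 37 deg C.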
# BCR signal inh: inhibitors of chronic active B-cell receptor signaling; ABC-DLBCL IkBa-CBG/CBR reporter, luminescence ratio, 4 h; 0.05% of 340,000 active; Potency, µM (titrated, usually from 46.1 µM), inactives show top-dose ratio change, negative = lower green/red ratio, most hits filed as inhibitors; active = well fitted inhibition curve with a large enough effect in the signal ratio, with a control signal flat, not every such curve was filed as active; inconclusive = small, poorly fitted or top-dose-only effect, or effect the other way, or a change in a side signal; the % refers to the signal ratio;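 also: potency is read from the fitted curve at half-maximal effect; plate controls were basal doxycycline-induced cells for no effect and cells given 10 µM MG132 for full effect; MG132 reads +100%, hits lower the ratio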
#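 Doxycycline induced both beetle luciferases in TMD8 lymphoma cells; IKK-driven degradation limits the IkappaBalpha-fused green signal, while red luminescence normalises for cell number and nonspecific effects. Compounds tested up to 46 uM, 4 hrs.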
# TCR activator: T cell receptor activation; primary human leukocytes, anti-CD3, IL-2 HTRF, 48 h; Potency, µM (series often up to 9.22 µM), for the others: top-dose activation of IL-2 secretion, usual class: activators; 330,000 tested, under 10 active; AID 504894; also: % of control where 0% means no effect
#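 IL-2 produced over 48 hr by a-CD3 bead-stimulated primary human leukocytes exposed to compounds was detected with a homogeneous time-resolved FRET immunoassay, 665nm acceptor signal after 320nm excitation.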
# PTAP TSG101 blk: blocks PTAP/TSG101 interaction to inhibit HIV-1 budding; 340,000 tested, under 10 active; Potency, µM (titrated, usually from 115 µM), for the others: top-dose activity change, negative = inhibition, usual class: inhibitors; Fluorescence polarization, FITC-PTAP peptide / Tsg101 binding; active = well fitted inhibition curve with a large enough effect in the main read-out, with a control signal flat, not every such curve was filed as active; inconclusive = small, poorly fitted or top-dose-only effect, or effect the other way, or a change in a side signal; inactive = no such curve, though single readings can be large or run the other way; also: potency is read from the fitted curve at half-maximal effect; % of control where 0% means no effect
#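 Fluorescence polarization binding of Tsg101 binding domain (10 uM final) to FITC-labeled PTAP peptide (50 nM final) in HEPES pH 7.5 buffer with NaCl, Tween 20, EDTA, TCEP. Compounds added before peptide; binding 20 min at RT.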
# ELG1 DNA repair: blocks ELG1-dependent DNA repair in HEK293T cells | HEK293T ELG1-luciferase reporter, luminescence, 16 h; DNA damage induced by 5-fluorouridine | Potency, µM (highest dose often 46.1 µM), without a hit: at the highest dose activity change, negative = inhibition, usual class: inhibitors | 2.3% of 330,000 active | AID 504467; also: potency is read from the fitted curve at half-maximal effect; % is scaled to controls: 0 for no effect and ±100 for the full control effect; nearly all actives have a fitted effect of over 55% in size
#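 5-Fluorouridine DNA damage + compound/DMSO, 2,000 cells/well, 16 h, 37 °C/5% CO2. ONE-Glo, 30 min RT, luminescence. Readout = decrease in reporter signal.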
# Integrin act MD: activates integrin-mediated alleviation for muscular dystrophy; alpha7betagal myoblasts, beta-gal FDG fluorescence, 48 h; Potency, µM (series often up to 38.3 µM), inactives show at the highest dose activation, usual class: activators; 0.064% of 350,000 active;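 also: potency is read from the fitted curve at half-maximal effect; 100% = response of the positive control SU9516; nearly all actives have a fitted effect of over 60% in size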
#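 alpha7betagal+/- myoblasts (passage 13, 250/well) treated 48 h at 37C with compounds at 1:260 dilution of DMSO stock. Lysed, then beta-galactosidase activity read as FDG fluorescence (ex 480/em 540) after 30 min, with pre-read for autofluorescence.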
# S-ASM inh: human S-ASM enzyme inhibition. P17405. placental ASM, HMU-PC fluorogenic substrate, 60 min. Potency, µM (top dose mostly 57.5 µM), for the others: at the highest dose activity change, negative = inhibition, actives largely listed as inhibitors. 0.006% of 340,000 active; also: potency is read from the fitted curve at half-maximal effect
#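 qHTS format. ASM enzyme prepared from human placenta hydrolyses the fluorogenic substrate HMU-PC0 (9 uM final) over 60 min at 37 °C after a 10 min compound preincubation.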
# A-T KAP1 phos: candidate therapy for ataxia-telangiectasia. […] A-T fibroblasts, KAP-1 phosphorylation AlphaLISA; neocarzinostatin DNA damage 30 min before lysis. Potency, µM (top dose mostly 57.5 µM), for inactives: top-dose activation, actives largely listed as activators. 0.19% of 320,000 active. AID 485349; also: potency is read from the fitted curve at half-maximal effect; % of control where 0% means no effect; nearly all actives have a fitted effect of over 45% in size
#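 hTERT-immortalized A-T patient fibroblasts ([…]), 500 cells/well in OPTI-MEM, 1% FBS, got compounds for 60 min, then NCS for 30 min at 37C. Lysates were then assayed for phospho-KAP-1 by AlphaLISA (anti-pKAP1 donor, anti-KAP1 acceptor beads), 6 hr at 25C.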
# An asterisk follows results filed as active; ? = inconclusive; . = no result given; [ ] = another dose, or the depositor's remark. Unless noted, calls follow the shape of the dose curve; as a rule, active = well fitted curve in the direction sought with a large enough effect; inconclusive = small, poorly fitted or top-dose-only effect, or another doubt; inactive = no such curve, though single readings can be large; an effect the other way counts as inactive or inconclusive.
# Values run as follows: Tb PFK block	ELG1 DNA repair	Mito fusion act	TSHR antag	PTAP TSG101 blk	TCR activator	Eya2 phos inh	Integrin act MD	A-T KAP1 phos	S-ASM inh	BCR signal inh
- COc1cc(C2C=C(c3cccs3)Nc3ncnn32)cc(OC)c1OC (configuration not stated)
→ -1%	?	-2%	14	?	3%	?	14%	-2%	84%[activator]	?
- CN(C)C(=O)c1cc(-c2ccccc2)no1
→ 1%	?	7%	1	1%	1%	7%	-12%	6%	2%	-2%
- O=S(=O)(/N=C(/Nc1cccc2ccccc12)c1ccccc1)c1ccc(F)cc1
→ 3%	8%	10%	-3	0%	2%	-2%	?	2%	0%	-14%
- COc1cccc(-c2cc(=O)c3cc(NC(=O)c4ccc(N(C)C)cc4)ccc3[nH]2)c1
→ 1%	-18%	3%	15	-3%	-15%	-9%	-8%	.	18%	?
- CCCCNC(=O)COC(=O)c1cc(Br)ccc1Cl
→ 0%	13%	1%	-5	-2%	3%[46.1 µM]	-22%	-5%	2%	-2%	-12%
- CCOc1ccc(OCCC(=O)OCC(=O)Nc2ccc3c(c2)OCO3)cc1
→ 29%	?	0%	9	4%	2%	-23%	-12%	-5%	-3%	-3%
- NC(=O)CC(NC(=O)Cc1ccc(Cl)cc1)c1ccc(NCC2CC2)c([N+](=O)[O-])c1 (configuration not stated)
→ 4%	-1%	-3%	3	4%	7%	5%	6%	-36%	-4%	-6%
- C=CC[C@H](CC(=O)N(CCO)Cc1ccccc1)C(=O)NC[C@@H](OC(=O)[C@@H](CC=C)Cc1ccc(F)cc1)c1ccccc1
→ -2%	?	.	20	.	0%	-20%	-40%	11%	-4%	?
- O=C(NCCCN1CCOCC1)c1cc(-c2ccc3c(c2)OCO3)nc2ccccc12
→ 4%	-11%	-2%	0	-4%	-1%	17%	-40%	22%	55%[activator]	0%
- CCN(CC(=O)NC1CCCC1)S(=O)(=O)c1ccc(C)cc1
→ -3%	-1%	-4%	0	-2%	6%	-3%	-3%	5%	2%	?
- CCCNC(=S)N1CCC(C(=O)c2ccc(F)cc2)CC1
→ 2%	-14%	-5%	-10	-3%	6%	5%	-15%	7%	5%	?
- CCc1ccccc1NC(=O)C1CCCN1S(=O)(=O)c1ccc2c(c1)n(C)c(=O)c(=O)n2C (configuration not stated)
→ 1%	3%	1%	0	-4%	-2%	0%	-1%	7%	-1%	7%
- COc1cc(CNc2ccc3[nH]c(=O)[nH]c3c2)ccc1OCc1ccc(Cl)cc1
→ 1%	?	3%	-10	-4%	5%	-25%	-37%	-11%	0%	-2%
- COc1cc(CC(=O)Nc2sccc2C(N)=O)cc(OC)c1OC
→ -2%	?	-4%	15	1%	23%	-5%	20%	-2%	-1%	-13%
- CCCCCCC(=O)c1c(C)[nH]c(C(=O)OCC)c1C
→ -6%	?	?	-4	-3%	2%	-23%	8%	17%	-7%	?
- CCCCNC(=S)N/N=C1\C(=O)c2cccc3cccc1c23
→ -1%	11%	1%	-9	-6%	-4%	16%	-8%	.	-15%	5%
- CC1CCCCN1Cc1c(O)ccc2c(=O)c(-c3nc4ccccc4s3)c(N)oc12 (configuration not stated)
→ 2%	9%	8%	-1	-2%	-1%[46.1 µM]	-13%	-54%[inhibitor]	-7%	0%	?
- Cc1ccc(SCc2nc(-c3ccccn3)no2)cc1
→ -1%	?	-3%	-8	-2%	-3%	7%	-4%	2%	0%	?
- O=C(COC(=O)c1cccnc1Cl)NC1CCCCCC1
→ 1%	5%	.	-15	-1%	4%[46.1 µM]	-12%	-12%	5%	-5%	-8%
- CSc1ccccc1NC(=O)CN(C)CC(=O)Nc1ccc(S(=O)(=O)N2CCCC2)cc1
→ 2%	16%	.	5	-6%	0%	-24%	3%	0%	0%	5%
- CCc1ccc(C(C)NC(=O)C2CCCO2)cc1 (configuration not stated)
→ -5%	-12%	-1%	6	-4%	0%	1%	21%	6%	1%	2%
- CCOC(=O)c1cn(CC)c2ccc(S(=O)(=O)N3CC(C)CC(C)C3)cc2c1=O (configuration not stated)
→ -2%	20%	-7%	-12	.	.	-1%	-11%	-2%	1%	5%
- CN(C)NC(=O)c1cccc(Cl)c1
→ 3%	?	7%	-3	-2%	10%	-16%	26%	4%	7%	2%
- CCCc1ccc(OCc2ccccc2)c2c(=O)cc(C(=O)OCC)oc12
→ -1%	-3%	1%	-5	-4%	-2%	4%	1%	-2%	1%	-1%
- Cc1ccc(NC(=O)Cn2c(C)csc2=O)cc1
→ 8%	?	3%	7	2%	1%	13%	-21%	3%	1%	12%
- O=C(NCc1ccccn1)c1ccc(Cn2cc(C(F)(F)F)ccc2=O)cc1
→ 2%	-1%	3%	20	-5%	.	-2%	7%	3%	-1%	-6%
- CS(=O)(=O)Nc1ccc(C(=O)NC2CC3CCC2C3)cc1 (configuration not stated)
→ 1%	8%	0%	-4	-7%	-1%	7%	-3%	7%	-1%	?
- Cc1cc(C)n2nc(SC(C)C(=O)N(C)C3CCCCC3)nc2n1 (configuration not stated)
→ -2%	5%	.	11	0%	6%	-2%	4%	6%	-1%	-1%
- C=CCN1C(=NC(=O)CC)SC2CS(=O)(=O)CC21 (configuration not stated)
→ -3%	4%	-1%	2	-2%	-35%	-3%	24%	3%	4%	-2%
- COc1cccc(NC(=O)CN(C)C(C)C(=O)NC(C)c2ccc(Cl)cc2Cl)c1 (configuration not stated)
→ -5%	0%	4%	-10	1%	5%	-20%	-16%	1%	-2%	-4%
- CCOC(=O)c1cn2cccnc2n1
→ 2%	12%	0%	-2	-5%	9%	?	9%	.	10%	-4%
- O=C(c1ccco1)N1CCN(c2nc3ccsc3c(=O)s2)CC1
→ -3%	-3%	-3%	4	-2%	-8%	1%	5%	0%	48%	?
- COc1cc(/C=C2\SC(N)=NC2=O)ccc1OCC(=O)Nc1ccccc1C
→ 4%	6%	1%	-11	7%	1%	13%	12%	0%	23%	1%
- CS(=O)(=O)N(CC(=O)NCc1ccc(Cl)cc1)C1CCCCC1
→ 0%	?	2%	-9	1%	1%[46.1 µM]	-4%	-55%[inhibitor]	2%	-2%	1%
- Cc1cc(NC(=O)C2C3C(=O)N(Cc4ccc(Cl)cc4)C(C(=O)NC(C)(C)C)C34C=CC2(C)O4)no1 (configuration not stated)
→ -4%	-18%	-5%	2	-1%	7%	1%	1%	6%	-4%	-5%
- O=C(NCCCn1ccnc1)C(=O)NCC1OCCN1S(=O)(=O)c1ccc2c(c1)OCCO2 (configuration not stated)
→ -3%	2%	-1%	12	-1%	0%	-8%	-7%	-2%	1%	1%
- C[C@@H]1CCC(=O)N(CC[C@H](Sc2ccccc2)c2ccccc2)CC1
→ 0%	?	-5%	13	-4%	-134%	-9%	10%	-12%	-10%	18%
- COC(=O)CCn1c(C)cc(C(=O)COc2ccccc2C(N)=O)c1C
→ 21%	-12%	1%	-13	-1%	7%	10%	-43%	-9%	2%	0%
- C=CCn1c(SCC(=O)Nc2nc(C)cs2)nnc1C(CO)NC(=O)c1ccccc1 (configuration not stated)
→ -1%	5%	0%	-6	-1%	-3%	14%	6%	-2%	1%	?
- O=C(c1ccncc1)N(c1ccc2oc3c(c2c1)CCCC3)S(=O)(=O)c1ccc(F)cc1
→ 0%	5%	18µM*	17	-8%	-2%[46.1 µM]	-1%	-9%	9%	-6%	?
- CCOc1ccc(C(=O)NCC(=O)NC(C)CCc2ccccc2)cc1OCC (configuration not stated)
→ -7%	4%	0%	15	-2%	-5%	-10%	-16%	-13%	-2%	8%
